Assay outcomes deposited in PubChem by The Scripps Research Institute Molecular Screening Center.
TAAR1 antagonist = human TAAR1 antagonists, primary screen, Fluo-8 calcium fluorescence, CHO RD-HGA16 cells. actives 1.5% (n = 360,000). antagonist. Trace amine-associated receptor 1 (Homo sapiens), Q96RJ0. inhibition, % at 3 µM. AID 624466, 2012;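 active = inhibition above a per-plate cutoff, the mean inhibition of test compounds on that plate plus 3 SD, cut at about 49% in these data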;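 also: 0% = DMSO plus EC80 beta-PEA response and 100% = DMSO alone without agonist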
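test system = CHO RD-HGA16 cells bearing hTAAR1 | replication = singlicate | controls = DMSO-only wells and EC80 β-PEA-stimulated wells | reagent = EC80 β-phenethylamine stimulus | read-out basis = percent inhibition of PEA-evoked calcium signal, max/basal emission ratio | schedule = seeding 17-24 h prior, 75-min 37 °C, 30-min RT dye loading | signal = kinetic Fluo-8 calcium fluorescence measurement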
M1 PAM parental = nonselective calcium activators in parental CHO-K1 cells, primary screen, counter-screen for M1 PAM project, cell-based, Fluo-8 calcium fluorescence, full deck, 1536-well | actives 0.02% (n = 360,000) | ATP EC20; 0% at ATP EC20, 100% at ATP max | activation, % at 3 µM;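 active = activation above the run cutoff, the mean activation of all test compounds plus 3 SD, cut at about 40% in these data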;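 also: peak over basal fluorescence ratio in a 140 s read after ATP addition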
CHRM1 agonist = human M1 muscarinic receptor agonists, primary screen, Fluo-8 calcium fluorescence, CHO-K1 cells, HTS; Muscarinic acetylcholine receptor M1 (Homo sapiens), P11229; CHO-K1 hM1, agonist mode; 0% DMSO, 100% acetylcholine EC100; activation, % at 3 µM; actives 0.33% (n = 360,000); AID 588814, 2011;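 active = activation above the run's mean compound activation plus 3 SD, cut at about 16% in these data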;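 also: peak over basal fluorescence ratio within a 140 s kinetic read after compound addition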
Target sequence (P11229 whole entry, looked up): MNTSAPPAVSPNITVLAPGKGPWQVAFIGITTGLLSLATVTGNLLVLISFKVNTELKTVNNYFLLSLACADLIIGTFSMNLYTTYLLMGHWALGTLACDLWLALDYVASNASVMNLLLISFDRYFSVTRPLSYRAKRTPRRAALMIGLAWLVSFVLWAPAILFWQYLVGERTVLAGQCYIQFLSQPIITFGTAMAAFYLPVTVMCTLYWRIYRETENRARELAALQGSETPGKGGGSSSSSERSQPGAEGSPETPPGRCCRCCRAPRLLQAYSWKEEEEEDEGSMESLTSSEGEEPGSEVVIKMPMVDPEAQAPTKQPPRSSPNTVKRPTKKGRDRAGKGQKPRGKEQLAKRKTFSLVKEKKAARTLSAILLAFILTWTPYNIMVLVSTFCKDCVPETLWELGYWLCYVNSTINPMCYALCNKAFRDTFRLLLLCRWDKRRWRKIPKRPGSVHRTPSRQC
V1R ag counter = agonists of human V1a receptor, primary screen, counter-screen for OXTR agonist project, fluorescence, CHO-V1R cells. activation, % at 3 µM. actives 0.25% (n = 320,000). Fluo-8 calcium fluorescence, agonist mode; 0% DMSO, 100% 3 nM vasopressin. Vasopressin V1a receptor (Homo sapiens), P37288;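 active = activation above the mean activation of all tested compounds plus 3 SD, per screening run, cut at about 20% in these data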;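 also: signal is peak over basal fluorescence ratio across a 100 second FLIPR read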
OXTR potentiate = human OXTR potentiators, primary screen, fluorescence, CHO-OTR cells, Fluo-8 calcium; Oxytocin receptor (Homo sapiens), P30559; Fluo-8 calcium fluorescence, potentiator mode; 0% = oxytocin EC15, 100% = EC100; activation, % at 3 µM; actives 0.061% (n = 320,000); AID 2445, 2010;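 active = activation above that plate's cutoff, the mean activation of tested compounds plus 3 SD, cut at about 6.6% in these data, passing the limit was not always enough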;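 also: 100% uses oxytocin at 75 nM as the full agonist control; some results filed as inactive read as strong as hits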
Target sequence (P30559 whole entry, looked up): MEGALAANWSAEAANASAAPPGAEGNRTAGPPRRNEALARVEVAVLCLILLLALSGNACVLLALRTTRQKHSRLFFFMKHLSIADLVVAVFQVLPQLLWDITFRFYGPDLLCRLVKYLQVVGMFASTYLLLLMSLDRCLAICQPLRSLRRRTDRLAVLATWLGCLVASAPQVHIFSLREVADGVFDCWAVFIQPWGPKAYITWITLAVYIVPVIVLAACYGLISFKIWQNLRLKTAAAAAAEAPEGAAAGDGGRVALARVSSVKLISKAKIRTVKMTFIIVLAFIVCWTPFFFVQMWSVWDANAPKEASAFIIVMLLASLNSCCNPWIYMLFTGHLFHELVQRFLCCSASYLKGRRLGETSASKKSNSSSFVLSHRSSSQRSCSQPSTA
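Material: human OTR in CHO cells. Compound: 3.0 µM, one dose. Timing: compound 6 min at room temperature before oxytocin, 100 s read. Evaluation: % activation of max/min ratio relative to oxytocin controls. Replication: single well per compound, singlicate. Signal: Fluo-8 calcium dye fluorescence.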
TAAR1 agonist = human TAAR1 agonists, primary screen, Fluo-8 calcium fluorescence, CHO RD-HGA16 cells; activation, % at 3 µM; vehicle wells 0%, saturating PEA agonist 100%; AID 624467, 2012; actives 0.99% (n = 360,000); Trace amine-associated receptor 1 (Homo sapiens), Q96RJ0;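 active = activation above the mean activation of all test compounds in the run plus 3 SD, cut at about 38% in these data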
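System: CHO-derived RD-HGA16 cells with stable Gα16 and human TAAR1. Times: 17-24 h plating, Fluo-8 75 min 37 °C, 30 min RT. Measured by: calcium-sensitive Fluo-8 signal, excitation 470-495, emission 515-575 nm. Read-out basis: % activation relative to PEA EC100 response. Control set: DMSO and PEA EC100. Repeats: no replicates (n 1).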
CHO-K1 Ca antag = nonselective inhibitor or artifact in parental CHO-K1 cells; actives 0.6% (n = 360,000); ATP-induced calcium, Fluo-8 fluorescence; inhibition, % at 3 µM; AID 602250;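 active = inhibition above a per-plate cutoff, the plate's mean sample inhibition plus 3 SD, cut at about 24% in these data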;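 also: 0% = DMSO plus EC80 ATP and 100% = DMSO alone without ATP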
CHO-K1 Ca ag = counter-screen for M1 agonists: effect in parental CHO-K1 cells; Fluo-8 calcium fluorescence; scaled to maximal ATP response, vehicle zero; activation, % at 3 µM; actives 0.48% (n = 360,000); in the data active = activation above about 15%;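 also: untransfected CHO-K1 host cells lacking M1 receptor as counterscreen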
CHO parental Ca = ATP-evoked calcium signal inhibitors, parental CHO, primary screen, counter-screen for OX1R antagonist project, cell-based, fluorescence, Fluo-8 calcium dye | parental CHO-K1, ATP-induced calcium, Fluo-8 fluorescence | inhibition, % at 5.6 µM | actives 0.63% (n = 330,000) | AID 463079, 2010;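 active = inhibition above that plate's mean sample inhibition plus 3 SD, cut at about 26% in these data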;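 also: 0% = ATP-challenged DMSO wells and 100% = DMSO wells without ATP; some compounds past the cut are filed as inactive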
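Material: Parental CHO cells | Reagent: ATP | Compound dosing: Single nominal dose of 5.6 µM per compound | Detection: Intracellular calcium via Fluo-8 no-wash fluorescent dye | Read-out: % inhibition of ATP-induced calcium mobilization | Benchmarks: Low control ATP plus DMSO, high control DMSO only | Replicates: Singlicate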
Active calls of the source: *; nt = not tested or not shown.

SMILES	TAAR1 antagonist	M1 PAM parental	CHRM1 agonist	V1R ag counter	OXTR potentiate	TAAR1 agonist	CHO-K1 Ca antag	CHO-K1 Ca ag	CHO parental Ca
COc1ccc(C(=O)Nc2cc(OCc3ccccc3)c(Cl)cc2Cl)cc1	-4.4	24.1	-2.9	0.9	-6.2	8.6	-18.0	0.4	-24.7
O=C(CCN1C(=O)/C(=C\c2ccccc2Cl)SC1=S)N1CCN(c2ccccc2)CC1	-16.7	-7.4	-3.5	0.3	-6.2	4.1	9.7	-0.2	-13.0
Cc1cccc(NC(=O)Nc2ccc(C#N)cc2)n1	-3.5	-3.1	-1.4	0.9	-2.7	4.2	-1.6	0.3	-16.1
Cc1ccc(S(=O)(=O)N2CCCCC2)cc1NC(=O)Cn1cnnn1	-2.3	10.9	0.1	1.0	-1.7	3.7	-15.4	0.6	-21.8
CCO[C@H]1OC(C(=O)Nc2ccccc2)=C[C@@H](c2cn(C(C)=O)c3ccccc23)[C@@H]1CCCO	21.2	3.4	-1.2	1.7	-10.0	36.0	-4.5	1.8	1.0
COc1ccc(-n2ncc3c(NCCCN4CCOCC4)ncnc32)cc1	-11.4	17.3	-8.9	-0.8	-1.9	7.5	-15.4	-0.1	-4.3
CC(C)n1c(-c2cccs2)nc2ccccc21	-13.0	12.6	-5.6	-1.3	-12.7	-0.7	2.8	0.2	3.9
CC1(c2ccc(OC(F)F)cc2)NC(=O)N(CC(=O)Nc2ccc(F)cc2)C1=O (configuration not stated)	33.4	23.8	28.8*	15.1	-15.4	77.5*	2.5	24.7*	14.6
O=C(NCCC1=CCCCC1)c1cnc2n(c1=O)CCS2	14.9	-16.5	-7.8	1.1	-4.7	11.1	23.0	0.1	-9.3
COc1cc(C(=O)OCc2ccccc2C#N)ccc1OCC(=O)N1CCOCC1	-21.5	-1.9	-4.5	0.7	-0.9	3.6	-16.2	1.5	-12.4
CN(c1ccccc1C(=O)N1CCN(c2ccccc2)CC1)S(C)(=O)=O	-6.6	15.2	-4.5	1.2	1.8	4.3	-5.1	0.6	-3.8
COc1ccc(-c2noc(N3CCC(C(=O)Nc4ccccc4OC)CC3)n2)cc1	-3.7	28.5	-7.7	3.5	-4.0	4.6	-5.3	3.4	-18.8
CC1(C(=O)NS(=O)(=O)c2cccs2)CCN1C(=O)c1cccc(F)c1 (configuration not stated)	-4.4	12.2	-1.5	nt	nt	0.6	1.5	1.0	nt
CCN1CCN(C(=S)NC(C)c2ccccc2)CC1 (configuration not stated)	-7.5	-1.4	-6.9	0.7	-7.8	0.1	-0.1	0.6	-14.0
COc1cc(/C=C(\NC(=O)c2ccccc2)C(=O)Nc2cccc(O)c2)c([N+](=O)[O-])cc1OC	2.9	8.0	-4.2	2.2	-9.0	16.1	-7.0	0.2	-9.2
O=C(CCS(=O)(=O)c1ccc(Cl)cc1)Nc1nc(-c2ccncc2)cs1	28.7	-12.1	2.1	10.3	-8.2	7.4	-5.0	6.9	-10.4
COc1cccc(CNc2ccc(S(=O)(=O)Nc3nccs3)cc2)c1O	12.4	-4.5	-1.9	0.5	-4.7	8.0	11.5	-0.1	-6.4
CCCCOC(=O)Nc1nnc(/C=C/c2ccc(OC)cc2)s1	-9.0	5.4	-3.2	-0.6	3.3	-0.9	-1.5	-0.1	-13.3
CCOC(=O)C(C)C(C)=O (configuration not stated)	nt	-16.3	-1.7	0.7	3.1	nt	4.3	0.1	-3.2
CCC/C=C/c1ccc(CN2C(C)C(=O)N(Cc3cn(CCC4OCCCO4)nn3)CCS2(=O)=O)cc1 (configuration not stated)	-21.3	1.6	-0.5	nt	nt	4.7	-7.6	0.0	nt
CC(C)n1c(NCc2ccc(N(C)C)cc2)nc2ccccc21	-2.7	1.7	-5.1	0.0	-6.2	2.5	-8.5	0.3	-21.3
COc1ccccc1NC(=O)NNC(=O)c1ccc2ccccc2c1O	-6.1	-4.6	-2.1	nt	nt	-0.1	-3.1	0.7	nt
CCCCn1c(SCC(=O)Nc2cc(C)on2)nnc1-c1cccs1	-6.7	24.1	-3.3	-1.0	-15.2	-1.4	-18.9	1.1	-25.4
Cc1cccc2sc(N(CCCN(C)C)C(=O)CCc3ccccc3)nc12	4.4	11.4	-2.3	3.8	-12.7	12.7	-13.1	3.5	12.1
O=C1NC(=S)S/C1=C/c1ccc(OC(=O)c2ccco2)cc1	23.7	9.2	-3.2	13.1	-11.6	-1.0	1.6	0.9	-9.5
COc1ccc(NC(=S)NCc2cccs2)cc1	14.0	10.8	-11.0	0.5	-6.3	3.1	3.5	1.1	-13.2
C[C@H]1CN([C@@H](C)CO)C(=O)CCCn2cc(nn2)CO[C@@H]1CN(C)C(=O)Nc1cccc(Oc2ccccn2)c1	1.3	-4.1	-3.0	nt	nt	2.4	-1.2	-0.5	nt
CCCCOc1ccc(C(=O)Nc2ccc(N3CCN(C(C)=O)CC3)cc2)cc1	-8.3	-3.6	-1.9	0.2	-5.4	16.5	-4.4	0.5	-14.8
CCOC(=O)c1cc2sccc2n1CC(=O)Nc1ccc(OC)c(OC)c1	-4.8	21.9	2.3	0.0	-4.5	14.2	-16.4	1.9	-6.8
CCc1ccc(OC(C)C(=O)Nc2ccc(S(=O)(=O)Nc3nccs3)cc2)cc1 (configuration not stated)	54.9*	-0.8	16.8*	10.0	-14.1	45.3*	-7.7	10.4	11.8
O=C(CCC(=O)c1cccs1)c1cccs1	4.3	6.4	-4.0	-0.3	-1.9	0.9	3.3	0.0	-6.1
COc1ccc(-n2nc(C(=O)Nc3ccc4c(c3)OCO4)c3ccccc3c2=O)c(OC)c1	-15.9	-3.0	-1.5	-1.0	-13.2	16.1	6.0	-0.6	-5.6
CCCc1ccc(OCC(O)CN2CCCC2)cc1 (configuration not stated)	-2.2	3.4	-7.0	nt	nt	5.6	2.3	0.1	nt
CCSc1nnc(NC(=O)C2CCCN(S(=O)(=O)c3cnc[nH]3)C2)s1 (configuration not stated)	-0.3	7.6	-11.2	-0.3	-3.4	0.2	-1.2	1.0	-6.2
COc1cccc(-c2c(C(=O)N/N=C(\C)c3ccncc3)nnn2-c2nonc2N)c1	-11.4	17.3	3.1	2.6	-0.4	14.2	2.6	3.1	-9.5
CCC12OC(=N)C(C#N)(C1C)C(C#N)(C#N)C(c1ccccc1)O2 (configuration not stated)	8.7	20.9	-1.9	1.0	-9.1	3.0	-12.2	1.4	-2.3
O=C(O)c1cccc(-c2ccc(/C=N/NC(=O)c3cccnc3)o2)c1	-3.6	6.7	-1.4	1.2	-1.4	-1.1	-1.2	0.2	-1.2
CC(=O)Nc1ccc(N2C(=O)CC(N3CCN(Cc4ccc5c(c4)OCO5)CC3)C2=O)cc1 (configuration not stated)	4.4	15.7	-4.3	-0.1	-10.6	1.3	-9.7	0.2	0.3
Cc1cccn2cc(-c3ccc(S(=O)(=O)N4CCOCC4)cc3)nc12	9.1	9.6	-4.5	2.6	-5.3	2.1	-8.6	1.3	-4.8
CCc1cc(C(=O)OC)c(NC(=O)C2CC(=O)NN2Cc2ccccc2)s1 (configuration not stated)	-18.0	11.8	-4.2	0.7	-3.5	24.5	-1.5	1.8	-24.7
Cc1sc(NC(=S)NC(=O)CCc2ccccc2)c(C(N)=O)c1C	-0.8	24.6	-2.5	-0.5	-5.0	9.2	-13.5	1.1	-4.7
CC1CCC(NC(=O)CN2CCN(S(=O)(=O)c3cccs3)CC2)CC1 (configuration not stated)	16.1	-0.4	-3.7	1.2	-8.5	1.9	2.4	1.0	-20.2
Cc1ccc(C(=O)Oc2ccc(C(=S)N3CCOCC3)cc2)cc1	-4.3	6.3	-1.4	1.6	-13.4	0.9	-7.8	0.9	0.1
O=C(NNC(=O)C1CCN(C(=O)Nc2ccccc2)CC1)c1ccc(F)cc1	0.4	-9.6	-1.1	0.9	-5.2	11.7	-10.5	-0.1	-2.1
CC(C)CNS(=O)(=O)c1cc2c3c(c1)CC(=O)N3CCC2	-4.0	11.3	-5.4	1.0	-9.9	5.5	-12.3	1.1	-25.1
CC1CCCN(CCCN2C(=O)C3C(C(=O)Nc4ccc(Cl)cc4)C4C=CC3(O4)C2C(=O)NC2CCCCC2)C1 (configuration not stated)	0.3	-1.8	-11.9	-0.2	-8.8	1.9	-10.7	0.2	0.2
